RmlCD inh 1536 = M. tuberculosis RmlC/RmlD coupled enzyme inhibitors, primary screen, biochemical, compound mixtures, 384-well, from 1536-well plates | dTDP-4-dehydrorhamnose reductase (Mycobacterium tuberculosis (strain ATCC 25618 / H37Rv)) … | RmlC+RmlD coupled enzyme assay, percent inhibition; primary screen in compound mixtures | inhibition, % at 3.6 µM | 160,000 compounds, 0.03% hits | AID 1533, 2009; in the data active = inhibition mostly above about 34%, no sharp cut-off; also: some results filed as inactive read as strong as hits
Target sequence (P9WH09 whole entry, looked up): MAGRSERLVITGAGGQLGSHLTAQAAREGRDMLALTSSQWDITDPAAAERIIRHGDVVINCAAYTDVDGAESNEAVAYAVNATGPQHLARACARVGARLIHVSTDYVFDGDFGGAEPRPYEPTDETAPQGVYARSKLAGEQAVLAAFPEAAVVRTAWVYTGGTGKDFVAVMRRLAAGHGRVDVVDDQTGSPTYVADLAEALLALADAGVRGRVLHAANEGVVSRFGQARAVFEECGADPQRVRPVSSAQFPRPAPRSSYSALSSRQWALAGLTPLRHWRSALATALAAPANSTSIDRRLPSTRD
Target sequence (P9WH11 whole entry, looked up): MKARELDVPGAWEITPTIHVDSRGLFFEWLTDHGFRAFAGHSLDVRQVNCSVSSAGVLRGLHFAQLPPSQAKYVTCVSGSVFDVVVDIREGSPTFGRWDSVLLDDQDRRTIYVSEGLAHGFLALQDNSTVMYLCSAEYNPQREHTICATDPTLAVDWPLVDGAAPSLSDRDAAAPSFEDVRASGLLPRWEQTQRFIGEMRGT
GlmU inhibition = inhibition of mycobacterial GlmU enzyme – biochemical, glucosamine-1-phosphate acetyltransferase (AID 1376); Bifunctional protein GlmU (Mycobacterium tuberculosis (strain ATCC 25618 / H37Rv)); M. tuberculosis GlmU acetyltransferase enzyme assay; higher % means a stronger effect; inhibition, %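 (tested at 30 µM in the primary screen)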; hits with a dose series show IC50 in µM; 220,000 compounds, 0.25% hits; in the data active = inhibition above about 13%;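 also: 0% = complete reaction with vehicle and 100% = reaction without substrate; strong numbers were not always called active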
* = called active by the depositor; / = no result given; & = joins results of further samples.

The opening three entries (preview)
molecule,RmlCD inh 1536,GlmU inhibition
COC(=O)c1ccc(C#Cc2ccccc2)o1,-9,4.3%
O=C(Nc1ccc(F)cc1)c1cn(-c2ccccc2)nc1-c1ccncc1,1,-2.7%
N/C(CN1CCCC1=O)=N\O,6,-2.5%

The list itself (from the top)
molecule,RmlCD inh 1536,GlmU inhibition
COC(=O)c1ccc(C#Cc2ccccc2)o1,-9,4.3%
O=C(Nc1ccc(F)cc1)c1cn(-c2ccccc2)nc1-c1ccncc1,1,-2.7%
N/C(CN1CCCC1=O)=N\O,6,-2.5%
O=C(CC1C(=O)N(c2ccccc2)C(=S)N1c1ccccc1)c1ccccc1 (centres undefined),2,-0.4%
COCCCNC(=S)NNC(=S)NCCCOC,3,-3.9%
O=C(Cn1c(C(=O)NCC2CCCO2)cc2sccc21)c1ccccc1 (centres undefined),/,-2.1%
O=C(O)CCC(=O)c1ccc2ccc3cccc4ccc1c2c34,2,2.9%
CCC(C)NC(=S)N1CCN(C(c2ccccc2)c2ccccc2)CC1 (centres undefined),-12,2.4%
O=C(NCCc1nc2ccccc2[nH]1)c1ccc(F)cc1,/,-0.4%
Cc1cc(=O)oc2cc(OC(=O)c3nn(C(C)C)c(=O)c4ccccc34)ccc12,/,-0.6%
Cc1cccc(NC(=O)Cn2nnc(-c3ccc(CN4CCCC4)cc3)n2)c1C,-2,-2.9%
c1ccc2oc(-c3csc(NCC4CCCO4)n3)cc2c1 (centres undefined),11,-0.7%
COC(=O)c1cn(-c2ccccc2)c(=O)c2ccccc12,-4,1.8%
COc1ccc(S(=O)(=O)N2CCOCC2)cc1OC,11,-4.1%
CCOC(=O)CNC(=O)CNC(=O)c1ccc(OCC(C)C)cc1,6,-1.2%
Cc1ccc(OC(C)C(=O)Nc2ccc(S(=O)(=O)Nc3cc(C)on3)cc2)cc1 (centres undefined),4,2.6%
COc1ccc(S(=O)(=O)NCC2CCCN(C(=O)CN3CCCCC3)C2)cc1 (centres undefined),/,1.9%
Cc1ccc(/C=N/NC(=O)CSc2nnc(-c3ccc(Cl)cc3)n2-c2ccc(Cl)cc2)o1,39,-3.3%
Cn1c2ccc(F)cc2c2nnc(NN)nc21,79,1.4%
CC1CN(C2CCCCC2)c2nc3c(c(=O)[nH]c(=O)n3C)n2C1 (centres undefined),-1,-6.4%
O=C(Nc1ccncc1)c1ccc2c(c1)OCCO2,-2,0.8%
OCCC1CN(Cc2ccc(-c3ccco3)cc2)CCN1Cc1ccsc1 (centres undefined),6,1.8%
CN(C)S(=O)(=O)c1ccc2c(c1)c(=O)c(C(=O)NCCCN1CCCCCC1)cn2C,7,-6.8%
CSc1nc(N)nc(SCC(=O)Nc2cccc(F)c2)c1C#N,-3,2.1%
COc1ccc(-c2c(C)nn3c(N4CCC(C(=O)N5CCCCC5)CC4)cc(C)nc23)cc1OC,/,4.5%&-0.7%
CCOc1ccc(N(C(C)=O)C2C=CS(=O)(=O)C2)cc1 (centres undefined),6,5.2%
Cc1cc(C#N)c(SCC(N)=O)nc1-c1ccc(F)cc1,8,6.8%
CN(C)C(CNC(=O)CCOc1ccccc1)c1ccco1 (centres undefined),-4,-0.4%
CC(C)COC(=O)n1c(SCC(N)=O)nc2ccccc21,3,2.6%
Cc1occc1-c1nnc(SCC(=O)Nc2nc(C(C)(C)C)cs2)o1,2,-0.2%
COCc1cc(C)nc(N2CCN(Cc3ccccc3)CC2)c1C#N,-11,-5.3%
Cc1nn(CCC#N)c(N)c1C1(O)C(=O)Nc2c(Cl)cc(Cl)cc21 (centres undefined),12,-3.5%
COCCN(C(=O)C(=O)NC1CCCC1)C(C(=O)NC1CCCC1)c1ccccc1F (centres undefined),5,1.4%
CCOC(=O)c1cc(NC(=O)c2ccco2)ccc1N1CCOCC1,1,-8.1%
CS(=O)(=O)c1ccccc1-c1nnc(-c2ccc(Cl)cc2)o1,16,7.4%
Cc1nc(N2CCOCC2)sc1C=O,5,4.8%
COc1ccc(/C=N/OCC(=O)N(Cc2ccccc2)c2ccccc2C(=O)O)cc1,2,-1.2%
CCc1ccc(CCC(=O)Nc2nccs2)o1,5,2.1%
COCCCNC(=O)Cn1cc(C(C)=O)c2ccccc21,-6,1.5%
Cc1ccc(S(=O)(=O)C(C)C(=O)NCCS(=O)(=O)c2ccc(Cl)cc2)cc1 (centres undefined),-18,1.1%
CCOc1ccccc1NC(=O)CSc1nnnn1-c1ccccc1,5,3.0%
CCc1ccc(-n2c(SCC(=O)Nc3cc(C)[nH]n3)nc3[nH]ncc3c2=O)cc1,-8,1.3%
O=C(Nc1ccccn1)c1ccc([N+](=O)[O-])cc1Cl,-9,1.2%
COc1ccccc1-n1cn[nH]c1=S,6,-2.1%
CC(=O)Nc1ccc(NC(=O)CSc2ccc(-c3ccco3)nn2)cc1,-10,3.1%
CC1(C)CCCC(C)(C)N1CC(O)COCCOc1ccc(Br)cc1 (centres undefined),-2,-7.1%
O=C1/C(=C/c2ccco2)SC(=S)N1c1cccnc1,-5,12%
Cc1ccc(S(=O)(=O)N2CC(=NO)C2)cc1,-6,3.6%
C/C(=N/NC(=O)c1ccc(C)s1)c1cccc(NC(=O)COc2ccc(Cl)cc2C)c1,/,1.4%
CNC(=O)c1cc2ccc(OC)cc2oc1=O,/,-4.2%

Reprinted from the part before: 4 entries; new compounds follow.
molecule,RmlCD inh 1536,GlmU inhibition
O=C1/C(=C/c2ccco2)SC(=S)N1c1cccnc1,-5,12%
Cc1ccc(S(=O)(=O)N2CC(=NO)C2)cc1,-6,3.6%
C/C(=N/NC(=O)c1ccc(C)s1)c1cccc(NC(=O)COc2ccc(Cl)cc2C)c1,/,1.4%
CNC(=O)c1cc2ccc(OC)cc2oc1=O,/,-4.2%
CC1=C/C(=N\NC(=S)Nc2cccnc2)CC(C)(C)C1,13,-5.9%
Cn1c(CSCc2ccc(F)cc2)nnc1SCC(=O)Nc1nccs1,5,5.8%
O=C(CN1CCCC1)NN=C(c1ccccc1)c1ccccc1,-12,1.1%
Cc1cccc(C)c1NC1=NCCCCC1,4,-0.3%
CC1(C)CCC(C)(C)NC(=S)N1,-5,-2.8%
CCOc1ccc(-n2c(N)c(C(=O)NCc3cccnc3)sc2=S)cc1,/,5.0%
N/C(Cc1ccc([N+](=O)[O-])cc1)=N\OC(=O)C(c1ccccc1)c1ccccc1,11,0.0%
CCn1c(O)c(/C(C)=N/N2CCCCC2c2cccnc2)c(=O)[nH]c1=S (centres undefined),-2,-1.0%
Cc1cc(=O)n2c(-c3ccccc3C)n[nH]c2n1,/,0.2%
COc1ccc(N2C(S)=C(C#N)C(=O)NC2c2ccco2)cc1 (centres undefined),5,7.0%
O=C(Nc1ccc2oc(-c3ccc(Cl)c(Cl)c3)nc2c1)c1ncn[nH]1,8,7.1%
Cc1ccc(C(=O)C(C)Oc2cccc(NC(=O)c3ccco3)c2)cc1 (centres undefined),/,1.1%
c1cc(CNCCCN2CCOCC2)ccn1,5,2.9%
C/C(=N\Nc1ccccn1)c1ccc2c(c1)OCO2,10,-4.3%
COC(=O)/C=c1\sc2ncnn2c1=O,/,-2.7%
O=c1nc2ccccc2c2n1CC(CN1CCN(c3ccccc3F)CC1)N2 (centres undefined),/,-1.2%
CCOc1cc(/C=N/Nc2nncc(-c3ccccc3)n2)ccc1O,4,-1.5%
O=[N+]([O-])c1ccccc1OCCCN1CCOCC1,/,0.5%
Cc1nc(-c2cccc(Br)c2)ccc1C(=O)O,1,-6.5%
O=C(NCCc1ccccc1)c1ccc(=O)oc1,13,0.9%
COc1cc(/C=N/NC(=O)c2ccc(COc3cc(C)ccc3C(C)C)cc2)cc(OC)c1O,5,4.1%
COc1ccc(C(=O)Cc2cnn(-c3ccccc3)c2)c(O)c1,/,1.7%
COC(=O)c1ccc(N2CCS(=O)(=O)CC2)cc1,5,2.2%
CCOC(=O)c1ccccc1N1C(=O)CSC1=S,9,-3.3%
Cc1cc(NC(=O)CSCC(=O)N(c2ccc(F)cc2)C(C(=O)NC2CCCCC2)c2ccc(O)c(O)c2)no1 (centres undefined),-3,-4.3%
CC(=O)Nc1ccc(/C(C)=N/NC(=O)c2ccc(F)cc2)cc1,15,6.0%
O=c1ccnc(SCCC(F)=C(F)F)[nH]1,-6,7.3%
Cc1ccc(C(=O)Oc2coc(CSc3nnc(NC(=O)C4CC4)s3)cc2=O)cc1C,-5,-2.8%
Cc1[nH][nH]c(=O)c1C(c1c(C)[nH][nH]c1=O)c1cn(Cc2ccc(F)cc2)c2ccccc12,-4,0.2%
COc1ccc(CNC(=O)C/C(C)=N/NC(=O)Cc2ccc(OC)cc2)cc1,-3,7.0%
Cc1cc2cc(CNC(=O)c3ccco3)ccc2n1C,/,1.4%
O=C(Nc1ccccc1N1CCCCC1)c1cccc(F)c1,4,-0.6%
O=C(NNC(=O)c1cccs1)c1ccc2ccccc2c1,-5,0.4%
O=C(COC(=O)CC(c1ccccc1)c1ccccc1)Nc1cccc(F)c1,-8,-3.8%
Cn1cnc(S(=O)(=O)Nc2ccc(OC(F)(F)F)cc2)c1,/,-8.4%
CCOC(=O)c1nnn(CC(=O)Nc2cc(F)ccc2F)c1C(=O)OCC,-4,2.2%
OCc1cn(-c2ccccc2)nc1-c1cccnc1,4,-5.1%
O=C(COc1ccccc1CNCc1ccccc1)Nc1ccccc1,-11,-4.7%
COc1ccc(C(=O)N2CCCC2)cc1S(=O)(=O)N1CCOCC1,/,-3.7%
CC(C)CNC(=O)NC(=O)COC(=O)c1cc([N+](=O)[O-])ccc1NCc1ccccc1Cl,3,0.1%
CCNC(=S)Nc1c(C)n(C)n(-c2ccccc2)c1=O,8,3.3%
CCOc1ccc(-c2c(C(=O)N/N=C/c3ccc(C)cc3)nnn2-c2nonc2N)cc1,/,-0.2%
COC(=O)C1=C(c2cc3ccccc3s2)C[C@@H]2CC[C@H]1N2C(=O)N1CCOCC1,/,0.5%
CCOC(=O)c1c(NC(=O)COC(=O)c2c(C)noc2C)sc2c1CCC2,-10,1.7%
CC/C=C\[C@H](O)[C@H](O)C1=C(C)C(=O)[C@]2(O1)C(=O)N[C@@](OC)(C(=O)c1ccccc1)C2O (some centres undefined),7,-1.7%
N#Cc1ccccc1Cn1cc(/C=C/[N+](=O)[O-])c2ccccc21,0,-0.4%
Cc1ccccc1NC(=S)NC(C)C(c1cccs1)N1CCOCC1 (centres undefined),/,-2.5%
O=C(NCCCn1ccnc1)c1noc2c1CCc1ccccc1-2,/,-1.9%
COCCn1c(Sc2ccc(C)cc2)nc2c1c(=O)[nH]c(=O)n2C,23,1.5%
CSc1ncc(S(=O)(=O)c2ccccc2)c(=O)[nH]1,-11,-4.6%

(continued)
molecule,RmlCD inh 1536,GlmU inhibition
CC(C)n1c(O)c(N=Nc2ccc(Cl)c(C(=O)O)c2)c2ccccc21,/,3.9%
Cc1oc(-c2ccc3ccccc3c2)nc1CN(C)C(C)c1ccncn1 (centres undefined),-2,0.2%
Cc1cc(C)nc(SCC(=O)OCN2C(=O)c3ccccc3C2=O)n1,-4,0.5%
CC[N+](C)(CC)CC(=O)OCC1C(C)C=C(C)CC1C (centres undefined),-4,-8.7%
COc1ccc(C2C(C(=O)Nc3ccccn3)=C(C)Nc3ncnn32)c(OC)c1 (centres undefined),/,8.6%
COc1ccc(C(=O)NCC(=O)OCc2ccccc2F)cc1,9,-5.0%
COc1ccc(-c2cc(N3C(=O)Nc4ccccc4N3O)n[nH]2)cc1OC,3,-1.4%
O=C(Nc1ccccc1)c1cccnc1NCCc1ccccc1,10,-3.9%
Cc1ccc(NC(=O)CSc2nnc(-c3cccnc3)n2CCN2CCCCC2)cc1,34,4.2%
S=C(Nc1ccccc1)Nc1ccc(Br)cc1,-2,-7.3%
O=C(COC(=O)Cc1ccccc1[N+](=O)[O-])NCc1ccc(Cl)cc1,/,-0.2%
O=C1CC(N2CCc3ccccc32)C(=O)N1c1ccccc1 (centres undefined),16,1.8%
Cc1ccccc1NC(=O)COC(=O)CCSc1ccccc1,2,-0.4%
CCOC(=O)CSc1nnc(CNC(=O)c2cccs2)n1Cc1ccccc1,17,3.0%
CCOC(=O)c1sc(NC(=O)c2ccc(S(=O)(=O)N(C)C)cc2)nc1C,/,4.6%
CCC1CCC2(CC1)NC(=O)N(CC(=O)c1c(C)[nH]c3ccccc13)C2=O (centres undefined),6,1.0%
Cc1cc(C(=O)Nc2ccc(Cl)cc2)c(C)n1Cc1cccs1,1,-0.9%
CCOc1ccccc1/C=N/NC(=O)CSc1n[nH]c(=O)[nH]c1=O,/,1.4%
C/C(=N\Nc1cccc2cccnc12)c1ccc(N)cc1,5,-3.9%

2 entries from above, as labelled records:
CC(C)n1c(O)c(N=Nc2ccc(Cl)c(C(=O)O)c2)c2ccccc21
- RmlCD inh 1536 = /
- GlmU inhibition = 3.9%

Cc1oc(-c2ccc3ccccc3c2)nc1CN(C)C(C)c1ccncn1 (centres undefined)
- RmlCD inh 1536 = -2
- GlmU inhibition = 0.2%

Screens deposited in PubChem BioAssay by several laboratories.

Some of the compounds tested. The share of hits here may be higher or lower than overall.
